Screening results from PubChem.
RmlCD inh 1536 – M. tuberculosis RmlC/RmlD coupled enzyme inhibitors, primary screen, biochemical, compound mixtures, 384-well, from 1536-well plates; inhibition, % at 3.6 µM; 160,000 compounds, 0.03% hits; RmlC+RmlD coupled enzyme assay, percent inhibition; primary screen in compound mixtures; AID 1533, 2009; in the data active = inhibition mostly above about 34%, no sharp cut-off; note: some results filed as inactive read as strong as hits
Target sequence (P9WH09 whole entry, looked up): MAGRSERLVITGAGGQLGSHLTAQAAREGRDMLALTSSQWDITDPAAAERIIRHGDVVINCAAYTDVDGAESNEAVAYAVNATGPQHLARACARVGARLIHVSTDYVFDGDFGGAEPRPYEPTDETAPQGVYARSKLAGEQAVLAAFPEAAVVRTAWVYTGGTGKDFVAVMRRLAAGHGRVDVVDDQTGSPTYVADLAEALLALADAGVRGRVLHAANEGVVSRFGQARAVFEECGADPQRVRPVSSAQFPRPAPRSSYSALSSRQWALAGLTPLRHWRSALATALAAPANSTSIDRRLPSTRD
Target sequence (P9WH11 whole entry, looked up): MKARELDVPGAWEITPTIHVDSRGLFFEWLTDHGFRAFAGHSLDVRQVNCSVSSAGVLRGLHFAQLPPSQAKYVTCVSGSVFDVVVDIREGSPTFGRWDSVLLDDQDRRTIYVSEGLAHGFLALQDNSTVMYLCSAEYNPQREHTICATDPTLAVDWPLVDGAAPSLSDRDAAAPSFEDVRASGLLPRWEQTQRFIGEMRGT
GlmU inhibition – inhibition of mycobacterial GlmU enzyme – biochemical, glucosamine-1-phosphate acetyltransferase (AID 1376) | 220,000 compounds, 0.25% hits | Bifunctional protein GlmU (Mycobacterium tuberculosis (strain ATCC 25618 / H37Rv)) | M. tuberculosis GlmU acetyltransferase enzyme assay; higher % means a stronger effect | one-dose inhibition, %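 (tested at 30 µM in the primary screen)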; IC50 in µM for titrated hits; in the data active = inhibition above about 13%;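 note: 0% = complete reaction with vehicle and 100% = reaction without substrate; strong numbers were not always called active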
Active calls of the source: *; x = not tested or not shown. This is a subset. The share of hits here may be higher or lower than overall.

compound | RmlCD inh 1536 | GlmU inhibition
COc1ccc(-c2[nH]c(-c3cccc(OC)c3)nc2SCC(=O)NCc2ccco2)cc1 | -9 | -6.3%
O=C(COC(=O)c1ccc(S(=O)(=O)NCc2ccco2)cc1)Nc1ccc(Cl)cn1 | 11 | -0.9%
COc1ccc2cc(C(c3nnnn3C(C)(C)C)N3CCc4ccccc4C3)c(=O)[nH]c2c1 (stereo unspecified) | 1 | x
CCCCn1c(SCC(=O)N2c3ccccc3Sc3ccccc32)nc2c1c(=O)n(C)c(=O)n2C | x | -0.7%
COc1ccc(CC(=O)Nc2ccccc2C(=O)N2CCOCC2)cc1 | x | -8.0%
CCN1CCN(c2ncc(C(=O)Nc3cc(Cl)ccc3OC)c3ccccc23)CC1 | 5 | x
Cc1ccc(S(=O)(=O)N2CCC(CN3C(=O)c4cccc5cccc(c45)C3=O)CC2)cc1 | 28 | 0.9%
CCOC(=O)c1[nH]cnc1N=Nc1c(O)ccc2ccccc12 | -13 | 5.5%
C=CCn1c(SCc2nc3ccccc3[nH]2)nnc1-c1ccncc1 | -3 | 2.0%
CCC(=O)N(C)/C=C1\Sc2ccccc2C1=O | 29 | 6.2%
CCOc1cc(/C=C2\SC(=N)N(c3nonc3N)C2=O)ccc1OCCN1CCOCC1 | x | 6.5%
O=C(NNc1cccc(Cl)c1)c1cccnc1Cl | 2 | -4.4%
Cc1nn(C)cc1NC(=O)c1nn(C)cc1[N+](=O)[O-] | 5 | -4.5%
Cc1cccc2cc(C(c3nnnn3Cc3ccccc3)N3CCN(c4ccccc4)CC3)c(=O)[nH]c12 (stereo unspecified) | 10 | 2.4%
COCCNC(=S)N1CCc2cc(OC)c(OC)cc2C1c1cccs1 (stereo unspecified) | 0 | 4.1%
Cc1ccc(C)c(NC(=S)NNC(=O)c2csc(C)c2C)c1 | -7 | 2.2%
Cc1ccc(-n2nc3c(n2)/C(=N/O)CC/C3=N\O)cc1 | x | 2.2%
CN(Cc1nc(-c2ccc3c(c2)OCO3)no1)CC1(N2CCOCC2)CCCCC1 | -14 | 6.0%
O=C(COC(=O)c1c2ccccc2cc2ccccc12)NCC(F)(F)F | x | 0.8%
COC(=O)c1ccc(Cn2cnc3c(sc4nc(N5CCOCC5)c5c(c43)CCCC5)c2=O)o1 | 6 | -2.2%
Cc1ccc(C(=O)NNC(=O)c2cccs2)cc1 | -3 | -1.4%
CCc1ccc(NC(=O)CS(=O)CC(=O)NCC2OCCc3ccccc32)cc1 (stereo unspecified) | x | 2.4%
Cc1ccc(NC(=O)CSc2nnc(C3COc4ccccc4O3)o2)c(Cl)c1 (stereo unspecified) | x | -0.1%
COCCn1cnnc1SCC(=O)Nc1sccc1C(N)=O | -5 | -1.6%
CC(C)OC(=O)CC1=NC(=O)CS1 | x | 4.2%
O=C(O)C1CC=CCC1C(=O)NCCc1cccc(Cl)c1 (stereo unspecified) | -7 | -0.5%
O=C(CC1NCCc2ccccc21)Nc1ccc(Oc2ccccc2)cc1 (stereo unspecified) | 5 | -2.6%
Cc1ccc(NC(=O)CC2NCCN(Cc3ccccc3)C2=O)cc1 (stereo unspecified) | -4 | 0.1%
O=C(O)c1ccc(Nc2nc(-c3ccccc3)cs2)cc1 | 3 | 3.0%
CC(=O)Nc1ccc(SC[C@H](CC(C)C)N2CCN(CCc3ccccc3)CCC2=O)cc1 | x | -1.1%
Cc1ccc(NC(=O)c2ncn[nH]2)cc1 | -11 | -1.5%
CCCC(=O)NCCCCNC(=O)CCC | 11 | 3.0%
CCOC(=O)N1CCN(S(=O)(=O)c2ccc3[nH]c(=O)oc3c2)CC1 | x | -1.0%
Cc1ccc(Nc2nc(N)nc(CSc3ncccn3)n2)cc1 | x | -2.6%
CC1CCCN(c2cc3c(cc2[N+](=O)[O-])C(=O)N(c2ccccc2)C3=O)C1 (stereo unspecified) | -10 | 2.8%
COc1ccccc1/C=C/C=N/NC(=O)Cc1cccs1 | x | 1.2%
CCCOc1ccc2cc(-c3ccccn3)c(=O)oc2c1 | -4 | -4.8%
O=C1NC(=O)C(=Cc2ccc(-c3cc(Cl)ccc3[N+](=O)[O-])o2)C(=O)N1 | -2 | -3.4%
COc1ccc2nc3oc(C(=O)NCc4cccs4)cc3cc2c1 | 8 | -4.4%
CC1(C)OC(=O)N(CCC(=O)Nc2cccc(F)c2)C1(C)O (stereo unspecified) | -8 | -2.6%
Cn1c(=O)c(=O)n(C)c2cc(S(=O)(=O)N3CCC(Cc4ccccc4)CC3)ccc21 | x | 1.9%
Cc1ccc(OCCOc2ccc(Cl)cc2Cl)c([N+](=O)[O-])n1 | x | -0.3%
Cc1cccc(OCC(=O)N2CCN(c3nnc(-c4ccccc4)c4ccccc34)CC2)c1 | 6 | -1.1%
COc1ccc(-c2noc(CSc3nc4ccccc4c(=O)n3-c3ccc(C)cc3)n2)cc1 | 6 | -3.7%
COc1ccccc1N1CCN(C(=O)COc2cccc(C)c2C)CC1 | x | -0.5%
CC(=O)Nc1ccc2sc(C)nc2c1 | x | -6.9%
COC(=O)C1=C(C(=O)OC)[C@@H]2N(C)c3ccccc3[C@@]23C[C@@H](CO)N(C(=O)c2cccs2)C3=N1 | x | 0.8%
COc1ccc(CC(=O)Nn2c(-c3ccccc3)nc3ccccc3c2=O)cc1 | 9 | 6.3%
CCOc1ccc(-n2cc(C(=O)NCc3ccco3)c3cc(OC)c(OC)cc3c2=O)cc1 | 1 | 7.6%
Fc1ccc(CNc2ncnc3c2cnn3-c2ccccc2)cc1 | x | 5.1%
CCc1ccc(N(C2C=CS(=O)(=O)C2)S(=O)(=O)c2ccccc2)cc1 (stereo unspecified) | -9 | 3.7%
CCC1CCCCN1CCCNC(=O)c1ccc(CS(=O)(=O)Cc2ccccc2F)o1 (stereo unspecified) | -4 | -4.8%
O=C(NCCc1ccco1)c1nn(Cc2ccccc2)c(=O)c2ccccc12 | x | 3.0%
O=C(CCC(=O)c1cccs1)OCc1nc2ccccc2s1 | -2 | -3.0%
CS(=O)(=O)N1CCN(C(=O)c2cc(-c3cccs3)nc3ccccc23)CC1 | 10 | 0.1%
COc1cc2c(cc1OC)C1=C(C#N)CCC(=NC(=O)c3ccc(Cl)cc3)N1CC2 | x | 3.4%
COc1ccccc1C(=O)n1nc(-c2cccnc2)nc1N | 6 | -3.0%
Cc1ccc(-c2cc(-c3n[nH]c(=S)o3)c3ccccc3n2)cc1 | -9 | 8.9%
COc1ccc2nc(NC(=O)CCc3nc(C4=CCN(C)CC4)no3)sc2c1 | -6 | -5.4%
NCc1c(O)ccc2ccccc12 | x | 4.7%

Other results:
compound | RmlCD inh 1536 | GlmU inhibition
Cc1cccc(N2CCN(S(=O)(=O)c3ccc4c(c3)CCN4C(=O)CCC(=O)O)CC2)c1C | 7 | 0.2%
CCOC(=O)c1nn(-c2ccc3c(c2)OCO3)cc1O | 10 | -2.6%
CCN(CC)c1ccc(CNC23CN4CN(CN(C4)C2)C3)cc1 | -11 | 4.7%
COc1cc2c(C(=O)O)c(C)n(CC(C)C)c2c2ccccc12 | 8 | x
COc1ccccc1C(=O)N1CCN(S(=O)(=O)c2ccccc2)CC1 | 3 | -2.4%
O=C1c2ccccc2C(=O)C12OC2c1ccc(Cl)cc1 (stereo unspecified) | -7 | 6.6%
CC(Oc1ccc(F)cc1)C(=O)Nc1sc2c(c1C(=O)NCc1cccnc1)CCCC2 (stereo unspecified) | 5 | 3.8%
CCCCCCN=CC1=C(O)C(C(=O)OC)C(C)(C)CC1=O (stereo unspecified) | 3 | 0.4%
O=C(c1ccc(F)cc1)C(CN1CCOCC1)c1ccccc1 (stereo unspecified) | 11 | -6.0%
FC(F)(F)C(Oc1nc(Nc2ccc(Cl)cc2)nc(N2CCOCC2)n1)C(F)(F)F | x | -5.0%
Cc1cc(C(=O)OC2CCOC2=O)c2ccccc2n1 (stereo unspecified) | -8 | -5.2%
COc1ccc(CCCc2nnc(SCC(=O)Nc3cccc(C)c3)o2)cc1 | x | -2.0%
Cc1onc(-c2ccccc2Cl)c1C(=O)N1CCN(C(=O)c2ccco2)CC1 | 6 | 4.3%
Cc1ccc(C)c(NC(=O)Cn2nnc(C(=O)NCc3cccs3)c2N)c1 | x | 1.7%
COC(=O)c1cccc(C(=O)N2CCCC(CNC(=O)c3ccccc3Cl)C2)c1 (stereo unspecified) | 15 | 3.0%
COCCCNC(=S)NNC(=O)c1csc2ccccc12 | -3 | 2.6%
CCOC(=O)c1cnc(-c2ccccc2O)nc1Cl | -18 | 2.7%
CCCCOc1ccc(CC(=O)NCC(=O)O)cc1 | x | -0.1%
CCC(CC)C(=O)OCC(=O)Nc1cc(OC)c([N+](=O)[O-])cc1C | x | -5.2%
CC(=O)Nc1ccc(OCc2cccc([N+](=O)[O-])c2)cc1 | x | -6.3%

Retrieved one by one from the entries so far:
compound | RmlCD inh 1536 | GlmU inhibition
CCCCCCN=CC1=C(O)C(C(=O)OC)C(C)(C)CC1=O (stereo unspecified) | 3 | 0.4%
CCOC(=O)c1nn(-c2ccc3c(c2)OCO3)cc1O | 10 | -2.6%

(list continues)
compound | RmlCD inh 1536 | GlmU inhibition
Cc1ccc(S(=O)(=O)N2CCC(C(=O)NCc3ccncc3)CC2)cc1 | x | -0.8%
Cc1cccc(NC(c2ccc(C)s2)c2ccc3ccc(C)nc3c2O)n1 (stereo unspecified) | 2 | -1.5%
O=C(CSc1cccs1)Nc1ccc(Cl)cc1 | -3 | -2.1%
Cc1cc[n+](-c2nc3ccccc3nc2[N-]S(=O)(=O)c2ccccc2)cc1 | 10 | -2.5%
O=C(c1cccs1)N1CCC(c2ccccc2)C1 (stereo unspecified) | x | 1.8%
O=C(O)C1CCCN1S(=O)(=O)c1ccc2[nH]c(=O)c(=O)[nH]c2c1 (stereo unspecified) | 14 | 8.8%
COP(=S)(OC)SCN1C(=O)c2ccccc2C1=O | 8 | 1.5%
Cc1ccc(NS(=O)(=O)c2ccc3c(c2)c(=O)n(C)c(=O)n3C)cc1F | 6 | 4.0%
O=C(CCC(=O)c1cccs1)NCc1ccc(Cl)cc1 | x | -3.0%
Cc1nn(CC(=O)NCc2ccco2)c(C)c1[N+](=O)[O-] | 1 | 3.7%
CC1=CC2=NC(=O)CC(C)(C(=O)N(CC(=O)NC3CCCC3)c3cc(C)cc(C)c3)N2C=C1 (stereo unspecified) | -5 | -1.0%
COc1cccc(C2C(=O)c3ccccc3C2=O)c1 | 2 | -0.3%
COCCn1cc(C(=O)NCc2ccco2)c2c3ccccc3n(C)c2c1=O | 1 | 1.9%
Cc1ccc2c(c1)C(c1ccncc1)=NNC(c1ccc(C(C)C)cc1)=N2 | x | 0.5%
COc1ccccc1N1CCN(C(=O)CN(Cc2ccc(Cl)cc2)S(C)(=O)=O)CC1 | 8 | -0.5%
COc1ccccc1Nc1nnc(C)c(=O)[nH]1 | 75 | 0.3%
CCc1ccc(-c2nc(C)c(CCO)c(=O)[nH]2)cc1 | x | -1.1%
CN(C)c1ccc(/C=C(\C#N)c2ccccn2)cc1 | 6 | 0.7%
CCCN(CCC)S(=O)(=O)c1ccc(C(=O)Nc2nnc(COC)o2)cc1 | -6 | -1.6%
COc1ccccc1/C=N/NC(=O)c1cccc(OC(F)(F)C(F)F)c1 | x | 1.0%
CSc1ccc(/C=N/NC(=O)CNc2ccc3ccccc3c2)cc1 | x | 1.2%
COP(=O)(OC)C(NC(=O)C(C)(C)C)=C(Cl)Cl | -9 | -0.3%
COc1ccccc1NS(=O)(=O)c1ccc(N/N=C/C=C/c2ccccc2[N+](=O)[O-])c([N+](=O)[O-])c1 | x | 1.3%
COc1ccc(OCc2nnc(SCC(=O)O)n2N)cc1 | x | -0.2%
CCOc1ccc(NC(=O)CSc2ncnc3c2sc2ccccc23)cc1 | x | -1.1%
CCS(=O)(=O)c1ccc2oc(SCC(=O)NCc3ccccc3)nc2c1 | -15 | -1.3%
O=S(=O)(c1ccc(Cl)cc1)N1CCC(O)(CN2CCN(Cc3ccccc3)CC2)CC1 | x | -4.5%
Cc1nc2c(cc(Oc3ccc(S(=O)(=O)N4CCOCC4)cn3)c3ccsc32)s1 | 12 | -1.7%
Cc1cccc(C)c1-n1nnnc1S(=O)(=O)Cc1ccccc1Cl | 4 | 4.0%
CC(C)=NN1C(=O)c2ccccc2NC1(C)C | 8 | 1.3%
Cc1cccc(OCC(=O)O/N=C(\N)c2ccc(Br)cc2)c1 | -2 | 1.8%
O=C(CSc1nc2cc(Cl)ccc2s1)N1CCN(C(=O)c2ccco2)CC1 | x | -5.1%
O=S(=O)(Nc1ccc(Cc2ccncc2)cc1)N1CCCC1 | 8 | 2.7%
CC1(C)CC(=O)C(=C2SCCCS2)C(=O)C1 | x | 8.9%
COc1cc(/C=N/NC(=O)c2cccnc2)ccc1OCC(=O)Nc1c(C)cc(C)cc1C | -11 | 0.1%
S=c1[nH]nc(COc2ccccc2)n1/N=C/C=C/c1ccco1 | 9 | 8.2%

Among those listed so far, these have a COOH group.
compound | RmlCD inh 1536 | GlmU inhibition
O=C(O)C1CC=CCC1C(=O)NCCc1cccc(Cl)c1 (stereo unspecified) | -7 | -0.5%
O=C(O)c1ccc(Nc2nc(-c3ccccc3)cs2)cc1 | 3 | 3.0%
Cc1cccc(N2CCN(S(=O)(=O)c3ccc4c(c3)CCN4C(=O)CCC(=O)O)CC2)c1C | 7 | 0.2%
COc1cc2c(C(=O)O)c(C)n(CC(C)C)c2c2ccccc12 | 8 | x
CCCCOc1ccc(CC(=O)NCC(=O)O)cc1 | x | -0.1%
O=C(O)C1CCCN1S(=O)(=O)c1ccc2[nH]c(=O)c(=O)[nH]c2c1 (stereo unspecified) | 14 | 8.8%
COc1ccc(OCc2nnc(SCC(=O)O)n2N)cc1 | x | -0.2%
